FBA Mtb inh – Mtb FBA enzyme inhibitors, primary screen, biochemical, fluorescence, strain H37Rv | purified M. tuberculosis FBA, fluorescence read-out | inhibition, % at 1 µM | AID 588726, 2011 | Fructose-bisphosphate aldolase (Mycobacterium tuberculosis (strain ATCC 25618 / H37Rv)), … | 360,000 compounds, 2.3% hits; in the data active = inhibition above about 27%;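 note: 0% = vehicle and 100% = reference inhibitor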
Target sequence (P9WQA3 whole entry, looked up): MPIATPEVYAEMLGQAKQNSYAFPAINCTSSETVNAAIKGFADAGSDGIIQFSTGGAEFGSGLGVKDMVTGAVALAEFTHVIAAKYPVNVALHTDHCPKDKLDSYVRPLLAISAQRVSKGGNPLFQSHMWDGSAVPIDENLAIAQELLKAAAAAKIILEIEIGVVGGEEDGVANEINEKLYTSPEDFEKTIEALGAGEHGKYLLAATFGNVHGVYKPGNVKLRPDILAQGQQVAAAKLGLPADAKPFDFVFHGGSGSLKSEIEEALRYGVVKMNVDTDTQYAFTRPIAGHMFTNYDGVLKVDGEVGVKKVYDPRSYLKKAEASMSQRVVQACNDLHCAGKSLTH
CCHFV vOTU inh – CCHFV vOTU protease inhibitors, primary screen, biochemical, Pep-AMC substrate, fluorescence; inhibition, % at 11.5 µM; 370,000 compounds, 0.55% hits; AID 651958, 2012; note: 0% = vehicle wells with enzyme and 100% = no enzyme wells
UGM FP inh – M. tuberculosis UGM enzyme inhibitors, primary screen, biochemical, fluorescence polarization, single point; UDP-galactopyranose mutase (Mycobacterium tuberculosis (strain ATCC 25618 / H37Rv)), …; AID 504406, 2011; inhibition, % at 10 µM; 320,000 compounds, 0.06% hits; purified UGM, fluorescence polarization probe displacement; in the data active = inhibition above about 10%, passing the limit was not always enough
Target sequence (P9WIQ1 whole entry, looked up): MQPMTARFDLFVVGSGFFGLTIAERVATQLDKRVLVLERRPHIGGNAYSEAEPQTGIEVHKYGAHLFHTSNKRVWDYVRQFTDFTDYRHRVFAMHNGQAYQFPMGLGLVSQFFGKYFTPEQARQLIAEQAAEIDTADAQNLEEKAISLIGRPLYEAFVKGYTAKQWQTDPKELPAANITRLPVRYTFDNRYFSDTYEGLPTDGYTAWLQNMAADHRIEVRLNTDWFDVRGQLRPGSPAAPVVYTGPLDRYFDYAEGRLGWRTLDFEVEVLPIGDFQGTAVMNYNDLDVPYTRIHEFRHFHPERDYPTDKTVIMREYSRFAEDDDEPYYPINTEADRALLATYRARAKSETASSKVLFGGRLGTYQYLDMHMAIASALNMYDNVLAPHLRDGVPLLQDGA
FadD28 binding – inhibitors of FadD28 bisubstrate probe binding, primary screen, biochemical, fluorescence polarization, single point | Mycobacterium tuberculosis FadD28 fatty-acid-AMP ligase | inhibition, % at 12.5 µM | 360,000 compounds, 0.22% hits | AID 588549, 2011; in the data active = inhibition above about 8.5%, passing the limit was not always enough
BoNT-A LC inh2 – BoNT/A light chain protease inhibitors, primary screen, biochemical, flow cytometry, MLPCN library. Botulinum neurotoxin type A light chain protease (Clostridium botulinum A str. ATCC 3502). multiplex microsphere protease substrate cleavage. inhibition, % at 10 µM. 360,000 compounds, 0.17% hits; in the data active = inhibition above about 30%; note: plate controls were buffer without enzyme for full effect and enzyme alone for no effect
PrPC surface inh – inhibitors of human cell surface prion protein PrPC, primary screen, cell-based, TR-FRET. Major prion protein (Homo sapiens), P04156. TR-FRET read-out. inhibition, % at 13.8 µM. 370,000 compounds, 0.43% hits; in the data active = inhibition above about 24%; note: 0% = median of the test wells and 100% = reference compound wells
GDH-TPI inh – GDH-TPI coupling enzyme inhibitors, primary screen, artefact control for M. tuberculosis FBA inhibitor project, biochemical, absorbance, full deck; GDH-TPI coupled enzyme counterscreen, NADH absorbance; 360,000 compounds, 1.2% hits; inhibition, % at 4.8 µM;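 note: 0% = DMSO wells and 100% = wells lacking the enzyme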
BioA inh – M. tuberculosis BioA enzyme inhibitors, primary screen, biochemical, plate reader, single point, HTS; purified M. tuberculosis BioA enzyme; 360,000 compounds, 0.096% hits; inhibition, % at 9.99 µM; AID 602481, 2012; in the data active = inhibition above about 40%
BoNT F protease – BoNT/F light chain protease inhibitors, primary screen, biochemical, flow cytometry, MLPCN library. Multiplex microsphere protease cleavage assay. inhibition, % at 10 µM. 360,000 compounds, 0.22% hits. AID 588497, 2011; in the data active = inhibition above about 35%, passing the limit was not always enough; note: plate controls were buffer without enzyme for full effect and enzyme alone for no effect
An asterisk follows results filed as active; . = not tested or not shown. Cut-off read from the data, not from the text of the source, unless noted: active = inhibition above about 30%; inactive = the rest.

canonical_smiles	BoNT-A LC inh2	UGM FP inh	GDH-TPI inh	FadD28 binding	BoNT F protease	BioA inh	PrPC surface inh	FBA Mtb inh	CCHFV vOTU inh
CC(C)(C)OC(=O)Nc1ccc([C@H](NC(=O)OC(C)(C)C)C(=O)OC(C)(C)C)cc1	-2.2	-2.0	2.5	-1.2	-18.7	-3.3	-2.2	0.7	-1.2
COc1ccc(C(=O)C2CCCN(Cc3ccc(C)s3)C2)cc1OC (stereo not drawn)	-0.7	1.5	3.4	-2.1	-2.7	.	-7.1	-2.7	-5.5
Nc1nc(N)n(-c2ccccc2)c(=Nc2ccccc2)n1	1.9	-0.3	-5.0	.	0.4	-0.8	-6.8	-0.2	-12.1
C=CCOc1cccc(C2C(C(=O)c3ccc(C)o3)=C(O)C(=O)N2c2nnc(C)s2)c1 (stereo not drawn)	3.1	1.6	-6.5	-0.8	7.3	-3.2	-2.3	0.9	0.1
Oc1ccc(Cl)c(Cl)c1Cl	-0.9	1.6	-5.6	-1.8	-7.0	-1.0	-4.1	-0.1	2.8
COc1cc(CCNC(=O)CCCn2c(=O)c3cccn3c3cccnc32)cc(OC)c1OC	1.2	-0.9	-4.3	-5.3	0.6	0.6	3.1	-4.0	9.8
CCOCCCn1c(=S)[nH]c2cc(C(=O)N3CCN(C4CCCCC4)CC3)ccc2c1=O	0.3	-0.6	9.6	-0.7	2.1	0.1	2.8	2.6	-2.9
NC(=O)CSc1nnc(-c2cccc(S(=O)(=O)N3CCOCC3)c2)o1	0.0	.	-7.1	-2.8	-4.7	-1.1	-3.4	-1.6	-3.1
COc1ccc(C(c2nnnn2Cc2cccs2)N2CCN(c3ccccc3F)CC2)cc1 (stereo not drawn)	-1.5	-1.5	-3.7	-1.7	-8.9	-1.0	-1.1	1.8	8.1
CCOC(=O)c1c(CN2CCN(c3ccccc3)CC2)oc2ccc(O)cc12	-0.9	2.1	0.5	2.1	-9.9	1.9	-4.8	8.3	7.3

Additional results.
canonical_smiles	BoNT-A LC inh2	UGM FP inh	GDH-TPI inh	FadD28 binding	BoNT F protease	BioA inh	PrPC surface inh	FBA Mtb inh	CCHFV vOTU inh
CCN(CC)CCOC(=O)c1ccc(NC(=O)c2ccc(Cl)c(S(=O)(=O)N3CCCCCC3)c2)cc1	-2.2	1.3	17.1	-7.1	-13.8	.	1.4	4.7	-0.3
COc1ccc(/C=N\NS(=O)(=O)c2ccc(C)cc2)cc1COc1ccccc1[N+](=O)[O-]	0.3	-0.5	2.7	-1.9	0.6	-0.1	-1.1	2.1	9.7
CSCc1nc2scc(-c3ccccc3)c2c(=O)[nH]1	1.2	.	7.9	-1.6	-5.7	.	-7.5	-1.6	4.0
N#Cc1c(Nc2ccc(F)cc2)sc(C(=O)c2ccc(F)cc2)c1N	-1.3	-1.1	7.8	-5.5	-2.2	-0.3	-1.8	-1.7	8.3
O=C(O)c1cc(S(=O)(=O)N2CCN(c3ccccn3)CC2)ccc1Cl	0.2	1.3	8.5	-3.0	-8.3	-0.7	-4.6	2.4	-8.2
COc1cccc(Nc2nnc(SCC(=O)N3CCOCC3)s2)c1	0.4	.	9.2	-3.6	3.5	0.2	4.5	2.1	-3.3
COc1cccc(NC(=O)CN2CC(c3ccccc3)CC2=O)c1 (stereo not drawn)	-0.5	-1.3	-3.0	-5.4	-2.0	1.6	8.6	-1.4	12.9
CCN1C(=O)/C(=C\c2cn(-c3ccccc3)nc2-c2cccnc2)SC1=S	3.0	.	-0.6	-3.2	0.2	-2.6	1.7	-0.8	1.2
Cc1ccc(-n2ncc3c(=O)n(CC(=O)NCC4CCCO4)cnc32)cc1 (stereo not drawn)	-0.1	-0.8	5.7	-0.5	1.3	-0.4	0.4	6.4	3.4
C(=N\n1cnnc1)/c1ccccc1OCCOc1ccccc1	0.2	1.4	4.1	-0.8	4.2	-1.3	-5.2	0.5	-3.8

(next part)
canonical_smiles	BoNT-A LC inh2	UGM FP inh	GDH-TPI inh	FadD28 binding	BoNT F protease	BioA inh	PrPC surface inh	FBA Mtb inh	CCHFV vOTU inh
COC(=O)c1ccc(OC(C)C(=O)c2ccc(C)cc2)cc1 (stereo not drawn)	0.0	-0.8	-4.7	-4.2	1.6	2.6	-3.2	-0.8	3.1
O=S(=O)(c1ccccc1)N(CC(O)CN1CCCCC1)c1ccccc1 (stereo not drawn)	3.4	-1.2	-12.0	-4.2	-0.8	-0.5	-11.5	-2.4	-2.0
Cc1c(NS(=O)(=O)c2cc(C(=O)NCCc3ccc(F)cc3)cc(Cl)c2Cl)c(=O)n(-c2ccccc2)n1C	1.9	.	3.8	-1.0	-11.4	0.3	-4.7	7.4	-13.9
Cc1ccc(N(CC(=O)N/N=C/c2cc(C)n(-c3ccccc3C)c2C)S(C)(=O)=O)cc1	-1.3	0.7	0.4	-3.2	-8.4	-0.8	2.0	-1.4	-5.2
COCC(=O)NCCSc1c(C)[nH]c2ccccc12	-0.9	-1.4	13.5	-1.5	-3.4	-1.2	4.3	3.3	4.0
CC1(C)NC(=O)N(CC(=O)N2CCN(c3cccc(C(F)(F)F)c3)CC2)C1=O	-2.6	-1.2	4.3	1.9	-1.6	-0.4	0.1	2.4	-6.6
O=C(CSc1nnc(Cc2cccs2)n1Cc1ccco1)Nc1cc(Cl)cc(Cl)c1	-0.1	0.8	8.2	-8.8	-4.0	-3.7	2.4	0.1	5.5
Cc1nc(SCC(=O)N2CCN(c3ccccc3)CC2)c2oc3ccccc3c2n1	1.9	0.9	9.2	-4.3	0.3	-0.2	-4.4	30.9*	-5.0
COc1cccc(-n2c(-c3ccoc3)nc3ccccc3c2=O)c1	8.7	0.1	18.2	-2.0	14.1	0.4	-9.3	0.1	-3.5
O=C(Cn1ncc2c3ccccc3n(Cc3ccc(F)cc3)c2c1=O)N1CCC2(CC1)OCCO2	-0.3	0.6	6.9	-4.3	3.6	-1.5	.	7.0	.

The list continues:
canonical_smiles	BoNT-A LC inh2	UGM FP inh	GDH-TPI inh	FadD28 binding	BoNT F protease	BioA inh	PrPC surface inh	FBA Mtb inh	CCHFV vOTU inh
O=C(Nc1cccc(S(=O)(=O)N2CCOCC2)c1)c1ccccc1[N+](=O)[O-]	1.4	1.3	4.0	.	4.9	-2.2	-13.3	2.4	9.6
CCN1C(=O)[C@H]2[C@@H](c3ccc(C)cc3)N3C(=O)N(c4cccc(F)c4)C(=O)[C@@]3(Cc3ccc(Cl)cc3)[C@H]2C1=O	-0.6	2.1	2.5	-3.1	4.6	-0.5	-10.2	0.2	0.6
O=C(CSc1nccc(=O)[nH]1)Nc1ccc(N2CCOCC2)cc1	1.5	-2.5	1.0	-1.0	-5.2	-0.1	2.8	-1.7	4.0
COc1ccc(NC(=O)CC2SC(=NCc3ccccc3OC)NC2=O)cc1 (stereo not drawn)	0.2	-1.0	-0.8	-0.6	5.6	3.2	0.3	7.2	4.6
CSCCC(NC(=O)c1ccccc1)C(=O)NCCc1ccc2c(c1)OCCO2 (stereo not drawn)	0.0	1.1	11.7	-1.1	-10.6	-1.1	9.8	6.6	4.2
CC(=O)Nc1ccc(C(=O)N(C2=NC(C)CS2)c2ccc(Cl)cc2)cc1 (stereo not drawn)	2.0	-2.9	5.2	-5.3	-3.4	3.8	9.3	0.9	12.3
Cc1cc(OC(F)F)ccc1NC(=O)Nc1ccc2c(c1)OCO2	-0.9	-0.8	9.0	-3.4	-7.4	-0.8	0.7	4.6	0.8
NC(=O)c1ccccc1O	0.2	-2.7	3.4	-2.4	2.2	0.0	3.3	8.9	-2.0
Cc1cc(C)n(-c2ccc(-n3ccnc3)nn2)n1	-1.5	2.7	3.2	0.9	-12.3	-3.1	-6.1	3.8	-0.3
N#CC1=C(N)C(C#N)(C#N)C2(C(=O)Nc3ccccc32)C2CCCC=C12 (stereo not drawn)	0.2	2.6	6.4	-3.0	-12.0	2.1	0.3	-0.7	4.6

In the list so far, these have a cyano group:
canonical_smiles	BoNT-A LC inh2	UGM FP inh	GDH-TPI inh	FadD28 binding	BoNT F protease	BioA inh	PrPC surface inh	FBA Mtb inh	CCHFV vOTU inh
N#Cc1c(Nc2ccc(F)cc2)sc(C(=O)c2ccc(F)cc2)c1N	-1.3	-1.1	7.8	-5.5	-2.2	-0.3	-1.8	-1.7	8.3
N#CC1=C(N)C(C#N)(C#N)C2(C(=O)Nc3ccccc32)C2CCCC=C12 (stereo not drawn)	0.2	2.6	6.4	-3.0	-12.0	2.1	0.3	-0.7	4.6

Further records
canonical_smiles	BoNT-A LC inh2	UGM FP inh	GDH-TPI inh	FadD28 binding	BoNT F protease	BioA inh	PrPC surface inh	FBA Mtb inh	CCHFV vOTU inh
COc1ccc(/C=N/NC(=O)c2cccc([N+](=O)[O-])c2)c2ccccc12	-0.9	1.5	-0.7	-3.3	7.0	-0.9	3.1	3.0	-3.8
CC/C(=N\NC(=O)C1CCCC1)c1cccc(Br)c1	-0.4	-0.2	3.0	-1.3	8.8	-1.4	-1.3	-1.9	9.0
O=C1CC(C(=O)Nc2ccc(Cl)cc2[N+](=O)[O-])C2(CCCCC2)O1 (stereo not drawn)	-0.6	-1.8	-0.4	-0.6	-3.6	.	-4.9	-0.7	8.5
CCOC(=O)CNC(=O)C1c2cc(OC)c(OC)cc2C(=O)N(C)C1c1ccccc1F (stereo not drawn)	0.0	1.9	3.3	-2.7	-6.6	-2.1	-1.5	-2.7	16.6
CC(=O)Nc1ccc(OCc2nnc(-c3ccccc3)o2)cc1	-0.6	2.8	2.5	-1.4	6.2	-0.4	-3.8	-1.2	2.0
O=c1[nH]c(=O)n(CCc2ccccc2)c(O)c1C=NC1CC1	-3.5	-1.0	-2.3	-3.6	-44.3	-0.6	7.8	1.6	-3.4
CCCN1CCN(CC(=O)Nc2cc(OCC)ccc2OCC)CC1	-1.4	0.6	-4.4	-3.6	-15.6	.	-9.0	-1.6	5.3
O=C(CSc1ncccn1)N1CCCCCC1	-1.1	-2.0	2.8	-2.6	2.6	0.8	5.0	0.8	-3.6
CC1CCCN(CCCNC(=O)c2coc3nc4ccccc4nc23)C1 (stereo not drawn)	0.2	-0.6	1.2	-2.0	-8.8	0.2	-5.3	155.3*	-88.5

Exported as labelled records: part of the list above
N#Cc1c(Nc2ccc(F)cc2)sc(C(=O)c2ccc(F)cc2)c1N
- BoNT-A LC inh2 = -1.3
- UGM FP inh = -1.1
- GDH-TPI inh = 7.8
- FadD28 binding = -5.5
- BoNT F protease = -2.2
- BioA inh = -0.3
- PrPC surface inh = -1.8
- FBA Mtb inh = -1.7
- CCHFV vOTU inh = 8.3

O=C(O)c1cc(S(=O)(=O)N2CCN(c3ccccn3)CC2)ccc1Cl
- BoNT-A LC inh2 = 0.2
- UGM FP inh = 1.3
- GDH-TPI inh = 8.5
- FadD28 binding = -3.0
- BoNT F protease = -8.3
- BioA inh = -0.7
- PrPC surface inh = -4.6
- FBA Mtb inh = 2.4
- CCHFV vOTU inh = -8.2

3 entries from above, sorted by formula weight, falling.
canonical_smiles	BoNT-A LC inh2	UGM FP inh	GDH-TPI inh	FadD28 binding	BoNT F protease	BioA inh	PrPC surface inh	FBA Mtb inh	CCHFV vOTU inh
COc1ccc(/C=N/NC(=O)c2cccc([N+](=O)[O-])c2)c2ccccc12	-0.9	1.5	-0.7	-3.3	7.0	-0.9	3.1	3.0	-3.8
CC/C(=N\NC(=O)C1CCCC1)c1cccc(Br)c1	-0.4	-0.2	3.0	-1.3	8.8	-1.4	-1.3	-1.9	9.0
CC(=O)Nc1ccc(OCc2nnc(-c3ccccc3)o2)cc1	-0.6	2.8	2.5	-1.4	6.2	-0.4	-3.8	-1.2	2.0
